RAD54 branch: inhibitors of human RAD54 branch migration, primary screen, biochemical, fluorescence, single point; DNA repair and recombination protein RAD54-like (Homo sapiens), Q92698; RAD54 Holliday junction branch migration, FAM/BHQ fluorescence; inhibition, % at 10.4 µM; AID 602329, 2012; hit rate 0.14% among 360,000;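 active = mean normalized replicate activity at least 40 and at least half of replicates scoring 40 or more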;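 also: 0% = median of neutral control wells and 100% = median of positive control wells; inhibitors cause a drop in the FAM fluorescence signal; in these data hits start at about 50%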
Target sequence (Q92698 whole entry, looked up): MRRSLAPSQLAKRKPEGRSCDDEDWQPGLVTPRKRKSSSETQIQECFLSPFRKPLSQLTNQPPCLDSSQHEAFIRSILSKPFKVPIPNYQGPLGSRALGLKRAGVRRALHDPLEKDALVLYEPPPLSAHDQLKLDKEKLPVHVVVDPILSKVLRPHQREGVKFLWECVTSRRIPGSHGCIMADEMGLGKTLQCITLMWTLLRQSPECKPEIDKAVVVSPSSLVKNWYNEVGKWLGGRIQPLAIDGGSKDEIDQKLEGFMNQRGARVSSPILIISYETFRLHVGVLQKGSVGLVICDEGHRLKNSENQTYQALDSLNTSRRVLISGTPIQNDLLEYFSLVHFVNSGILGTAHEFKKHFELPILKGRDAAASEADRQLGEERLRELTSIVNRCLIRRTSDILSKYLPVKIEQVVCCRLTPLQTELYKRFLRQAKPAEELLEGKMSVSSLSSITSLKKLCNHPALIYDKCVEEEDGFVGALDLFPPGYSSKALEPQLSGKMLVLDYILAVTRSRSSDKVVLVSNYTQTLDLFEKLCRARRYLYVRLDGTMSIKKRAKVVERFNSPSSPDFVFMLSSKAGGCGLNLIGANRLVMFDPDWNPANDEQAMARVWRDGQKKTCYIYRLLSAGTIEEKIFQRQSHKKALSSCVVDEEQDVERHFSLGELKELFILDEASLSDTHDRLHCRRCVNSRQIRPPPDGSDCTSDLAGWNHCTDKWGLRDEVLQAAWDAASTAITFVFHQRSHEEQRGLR
esBAF inh: Bmi1 luciferase reporter increase in mESCs, primary screen, esBAF inhibitor project, mouse ES cells, Bmi1 luciferase knock-in, single point. reporter increase, % at 12.5 µM. 24 h; 100% = twice the neutral-well signal. AID 602393, 2012. hit rate 2% among 350,000; in the data active = activation above about 40%;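 also: 0% = median of the plate's neutral control wells and 100% = double that signal; a rise in the Bmi1 reporter signal indicates esBAF inhibition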
An asterisk follows results filed as active. This is a subset; count on the stated rates, not on these rows.

SMILES	RAD54 branch	esBAF inh
N#Cc1cc2c(nc1SCc1cccnc1)CCC2	-2.8	9.6
CCn1cc(C(=O)NCc2ccccc2)c(=O)c2cc(F)c(N3CCN(C(=O)c4ccco4)CC3)cc21	2.4	2.2
CC1(C)CC(=O)C2=C(C1)N(c1ccc(F)cc1)C(N)=C(C#N)C2c1cccs1 (centres undefined)	-12.1	11.3
Cc1ccc(NS(=O)(=O)c2cccc(C(=O)OCC(=O)NCc3ccco3)c2)cc1	1.8	-4.7
Cc1cnc(NC(=O)CSc2nnc(-c3ccc(Cl)cc3Cl)n2N)s1	15.0	5.0
COc1ccccc1OCc1nc2ccccc2s1	-4.1	-32.7
c1ccc(-c2nnc(CN3CCCc4ccccc43)o2)cc1	2.7	5.2
CCOC(=O)C1=C(C)N(c2nonc2NC(C)=O)C(N)=C(C#N)C1c1ccccc1F (centres undefined)	3.6	1.0
CCOC(=O)c1ccc(N2C(=O)CC(Sc3nc(O)c(CC)c(=O)[nH]3)C2=O)cc1 (centres undefined)	-4.2	-2.4
O=C1COc2ccccc2N1Cc1ccccc1Cl	6.5	-7.8
CCOC(=O)C1CCCc2c1[nH]c1c(C(=O)O)cccc21 (centres undefined)	7.7	-4.6
Cn1nnnc1SCCNCc1cccc2ccccc12	3.0	-2.0
Cc1csc(NC(=O)CSc2nnc(-c3cccs3)n2C)n1	-5.2	10.1
COC(=O)c1c(C)[nH]c(C(=O)CSc2ccc(Cl)cc2)c1C	-13.6	38.3
Cc1ccc(OCC(O)CN2CCN(CC(O)COc3ccc(C)cc3Cl)CC2)c(Cl)c1 (centres undefined)	-3.8	-7.7
COc1ccc(CN2C(=O)CN(C3CCCCCC3)C(=O)C2c2ccc(OC)c(OC)c2)cc1 (centres undefined)	6.6	-7.0
O=C(CCCN1C(=O)c2ccccc2C1=O)NCc1ccco1	-2.5	-6.7
Cc1nn(-c2ccccc2)c(Cl)c1/C=C(\CC(=O)O)c1nc2ccccc2s1	-5.7	0.6
O=S(=O)(Cc1ccccc1)N=Nc1c(O)[nH]c2ccc(Br)cc12	0.4	-4.7
Cc1ccc(-n2c(=O)cc(N3CCc4ccccc4C3)[nH]c2=O)cc1	3.2	-0.8
COc1ccc(CN(C(C)=O)c2cccc(C)c2C)cc1	-5.9	-0.4
O=C(Cn1c(=O)n(Cc2ccco2)c(=O)c2c3c(sc21)CCCC3)Nc1ccccc1	-4.7	-0.7
CCN(CC(=O)Nc1c(F)cccc1F)C(=O)c1ccc(C)c(S(=O)(=O)N2CCCCC2)c1	4.8	5.8
CCC(C)N=CC1=C(O)CC(c2ccccc2)CC1=O (centres undefined)	-24.3	3.7
COC(=O)CSc1nc(N2CCOCC2)c2c(c1C#N)CC(C)(C)N(C)C2	-8.2	-1.6

(cont.)
SMILES	RAD54 branch	esBAF inh
Cc1nn(C)cc1/C=C/C(=O)c1ccccc1	12.1	17.0
Cc1nc2c([nH]c3ccc(Br)cc32)s1	-3.6	7.2
COC(=O)COc1cccc(NC(=O)COc2ccccc2)c1	-0.5	-5.7
Cc1nc2[nH]c(=S)[nH]c2cc1Br	-11.3	-5.5
CCOC(=O)Nc1nc(-c2ccccc2)c(C(=O)c2ccccc2)s1	-0.1	-7.4
O=C1c2ccccc2C(=O)N1/N=C/c1ccc(O)c(O)c1O	10.0	-4.5
O=C(CSc1nc2ccccc2o1)N1c2ccccc2Sc2ccc(Cl)cc21	-6.8	-5.1
CSc1nc(-c2ccccc2)nn1S(=O)(=O)c1ccccc1	-1.4	8.2
CCOC(=O)N1CCN(C(=O)CSCc2ccc(C)cc2)CC1	4.8	6.4
NC(=O)C1CCCN(C(=O)Nc2cccc3ccccc23)C1 (centres undefined)	2.7	-2.3
N#CC1=C(N)OC2=C(C(=O)CCC2)[C@]12C(=O)N(CC(N)=O)c1ccccc12	-3.2	5.9
CN1C(=O)/C(=C/c2cc(N=Nc3ccccc3)ccc2O)SC1=S	-10.4	-15.1
Cc1c(Cl)c(-c2n[nH]c(=S)n2Cc2ccco2)nn1C	12.5	-0.8
CC1CCN(C(=O)c2cc3ccccc3o2)CC1	1.7	57.2*
Cc1cccc(OCCCn2c(CCNC(=O)C(C)C)nc3ccccc32)c1	-1.3	6.9
CCOc1ccc(NC(=O)c2ccc(CSc3nnnn3C)cc2)cc1	4.3	36.6
Cc1ccsc1/C=N/NC(=O)c1sccc1C	2.7	11.6
O=C(CCn1c2c(c3ccccc31)CCCC2)NNC(=O)c1ccccc1C(=O)O	5.2	0.5
O=S(=O)(NCC1CCCO1)c1cc(Br)c(Br)s1 (centres undefined)	1.4	1.8
COc1cc2c(cc1OC)C(C(C)C)=NC(C)(C)C2	-0.9	-2.9
Cc1cc(N2CCOCC2)nc(SCc2ccc(Cl)cc2Cl)n1	-19.6	-0.8
CCN(CC)S(=O)(=O)c1cccc(C(=O)NC(C(=O)Nc2nnc(C)s2)C(C)C)c1 (centres undefined)	6.0	-0.4
CN(C)/C=C1\C(=O)N(c2ccc(Oc3ccccc3)cc2)CS1=O (centres undefined)	0.2	20.0
COCCCNc1oc(COc2ccc(Cl)cc2Cl)nc1C#N	-0.5	-3.8
CCOc1ccc(N2C(=O)CN=C2Nc2ccccc2Cl)cc1	-2.6	2.1

Next results follow.
SMILES	RAD54 branch	esBAF inh
CCCCN(C(=O)CCC(=O)O)C1CC(=O)N(c2ccc(OCCC)cc2)C1=O (centres undefined)	-4.4	-3.9
COc1cccc2cc(-c3csc(CCn4nc(C)cc4C)n3)c(=O)oc12	-2.0	23.3
CC(C)CNC(=O)C1CCCN1S(=O)(=O)c1ccc(Cl)cc1 (centres undefined)	-3.8	8.5
O=C1NC(c2cccs2)Nc2sc3c(c21)CCCC3 (centres undefined)	0.8	24.9
Cc1cccc(N(CC(=O)NC2CCCCC2)C(=O)CCCC(=O)Nc2ccccn2)c1	3.0	-4.9
CCOC(=O)C1=C(NC(=S)NC(=O)c2ccccc2)c2ccccc2CC1(C)C	2.6	4.1
COC(=O)c1ccc(CSc2ncnc3c2nnn3-c2ccc(OC)cc2)o1	2.8	11.8
COc1ccc(CCN2CC(O)=C(c3nc(C)cs3)C2=N)cc1OC	2.4	-0.1
CN(CCc1ccccn1)C(=O)Nc1ccc(F)cc1	-3.1	-5.6
CN1CCN(c2nc3c(c(=O)n(C)c(=O)n3C)n2CC(N)=O)CC1	-8.1	8.9
c1ccc2[nH]c(SCCN3CCOCC3)nc2c1	-2.2	20.5
Cc1ccc(C(=O)NCC2(c3ccccc3)CCCC2)cc1	5.0	-5.5
O=C(C(Cc1ccc(Cl)cc1)NS(=O)(=O)c1ccccc1)N1CC[C@@]2(O)CCCC[C@H]2C1 (some centres undefined)	2.4	-0.3
COc1ccc(S(=O)(=O)Nc2ccc(F)c(Cl)c2)cc1OC	-0.6	5.6
CCOC(=O)c1cccc(N2C(=O)C3C(C2=O)C2C=CC3C23CC3)c1 (centres undefined)	1.1	-7.5
COc1ccc(/C(O)=C2/C(=O)C(=O)N(CCCC(=O)O)C2c2ccc(OC)cc2)cc1 (centres undefined)	19.9	-1.8
Nc1nc(Nc2ccc(Cl)cc2)nc2ccccc12	-0.8	-54.9
Cc1cc(NC(=O)CSc2nnc(C3COc4ccccc4O3)o2)no1 (centres undefined)	1.9	4.9
CC1N(O)C(c2ccc(Cl)cc2Cl)N(O)C1(C)C (centres undefined)	10.3	2.5
c1ccc2[nH]c(CSc3nc4ccccc4s3)nc2c1	-6.7	0.4
O=c1c2c(nc3nc[nH]n13)CCC2	1.5	-2.3
CCCOc1cccc(C(=O)N(Cc2ccc(OC)c(OC)c2)C2CCS(=O)(=O)C2)c1 (centres undefined)	-4.1	-6.4
COc1c(F)c(F)c(C(=O)Nc2ccccc2N2CCN(C(=O)C(C)C)CC2)c(F)c1F	0.8	3.6
COc1cccc(C(=O)Nc2ncc3c(n2)CC(C)CC3=O)c1 (centres undefined)	-17.0	14.6
CCOC(=O)CN1C(=O)C(O)=C(C(C)=O)C1c1ccccc1 (centres undefined)	-6.6	-8.2

(list continues)
SMILES	RAD54 branch	esBAF inh
COc1ccc(Cl)cc1NC(=S)NCCc1c[nH]c2ccccc12	-3.4	-1.1
CS(=O)(=O)N1CCc2cc(-c3csc(NC(=O)Cc4cccs4)n3)ccc21	7.3	25.6
O=S(=O)(c1ccc(N2CCCC2)nc1)N1CCOCC1	3.1	4.3
O=C(NCCN1CCOCC1)c1ccc(F)cc1	-12.1	1.3
CCCSc1nc(N)c(C#N)c(-c2ccc(C)cc2)c1C#N	13.6	10.7
CCn1cnc2sc(C(=O)Nc3ccc4c(c3)OCO4)c(C)c2c1=O	5.6	30.6
COc1ccc(S(=O)(=O)N2CCOCC2)cc1C(C)C	-7.9	-7.3
C=CCNC(=O)CN1C2CCCC1CC(NC(=O)c1ccccc1C)C2 (centres undefined)	-8.5	5.5
COc1cc(-c2noc(CCCC(=O)NC3CCCCC3)n2)cc(OC)c1OC	-8.3	1.1
Cn1c(SCC(=O)N2CCN(Cc3ccccc3)CC2)nnc1-c1ccncc1	9.0	-4.2
CC12CC(NC(=O)N1c1cccc(C(=O)NCc3ccc4c(c3)OCO4)c1)c1cc(Cl)ccc1O2 (centres undefined)	-16.5	2.6
Cc1ccc(C)c(N/C=C(\C#N)c2nc3ccccc3o2)c1	-1.5	9.1
CCCCNC(=O)c1nnn(-c2ccccc2)c1N	11.0	43.2*
O=S1(=O)CC(N2CCOCC2)c2ccccc21 (centres undefined)	-9.2	1.9
CN=Cc1nc(-c2ccccc2)oc1O	0.5	19.6
CCOc1cc(C(=O)NCCN2CCOCC2)cc(OCC)c1OCC	-8.0	0.2
O=C(CCN1C(=O)/C(=C\c2ccccc2Cl)SC1=S)N1CCN(c2ccccc2)CC1	2.2	0.7
CCCCN(CC)c1nc(-c2ccncc2)nc2ccccc12	12.3	1.7
O=C(CSCCNS(=O)(=O)c1ccccc1)Nc1ccccc1	2.6	1.0
Nc1n[nH]c(S(=O)(=O)CCCc2ccccc2)n1	-3.2	6.9
CCc1cccc(C)c1NC(=O)C1CCCO1 (centres undefined)	1.0	-10.0
COc1ccc(C(=O)OCC(=O)NCC2CCCCC2)cc1S(=O)(=O)N1CCCc2ccccc21	0.9	3.6
O=C(CSc1ccccc1)NCc1ccco1	-9.9	2.8
Cc1sc2nc(CN3CCOCC3)nc(NCCc3ccccc3)c2c1C	14.2	1.1
Cc1nn(-c2ccc(C(=O)Nc3nnc(C4CC4)s3)cc2)c(C)c1Cl	-1.7	-5.9
CCCn1c(SCC(=O)NC23CC4CC(CC(C4)C2)C3)n[nH]c1=O	-0.3	-0.5

Filtered by structure, the compounds so far containing four or more nitrogen atoms.
SMILES	RAD54 branch	esBAF inh
CCn1cc(C(=O)NCc2ccccc2)c(=O)c2cc(F)c(N3CCN(C(=O)c4ccco4)CC3)cc21	2.4	2.2
Cc1cnc(NC(=O)CSc2nnc(-c3ccc(Cl)cc3Cl)n2N)s1	15.0	5.0
CCOC(=O)C1=C(C)N(c2nonc2NC(C)=O)C(N)=C(C#N)C1c1ccccc1F (centres undefined)	3.6	1.0
Cn1nnnc1SCCNCc1cccc2ccccc12	3.0	-2.0
Cc1csc(NC(=O)CSc2nnc(-c3cccs3)n2C)n1	-5.2	10.1
COC(=O)CSc1nc(N2CCOCC2)c2c(c1C#N)CC(C)(C)N(C)C2	-8.2	-1.6
N#CC1=C(N)OC2=C(C(=O)CCC2)[C@]12C(=O)N(CC(N)=O)c1ccccc12	-3.2	5.9
Cc1c(Cl)c(-c2n[nH]c(=S)n2Cc2ccco2)nn1C	12.5	-0.8
CCOc1ccc(NC(=O)c2ccc(CSc3nnnn3C)cc2)cc1	4.3	36.6
CCN(CC)S(=O)(=O)c1cccc(C(=O)NC(C(=O)Nc2nnc(C)s2)C(C)C)c1 (centres undefined)	6.0	-0.4
Cc1cccc(N(CC(=O)NC2CCCCC2)C(=O)CCCC(=O)Nc2ccccn2)c1	3.0	-4.9
COC(=O)c1ccc(CSc2ncnc3c2nnn3-c2ccc(OC)cc2)o1	2.8	11.8
CN1CCN(c2nc3c(c(=O)n(C)c(=O)n3C)n2CC(N)=O)CC1	-8.1	8.9
Nc1nc(Nc2ccc(Cl)cc2)nc2ccccc12	-0.8	-54.9
Cc1cc(NC(=O)CSc2nnc(C3COc4ccccc4O3)o2)no1 (centres undefined)	1.9	4.9
O=c1c2c(nc3nc[nH]n13)CCC2	1.5	-2.3
CCCSc1nc(N)c(C#N)c(-c2ccc(C)cc2)c1C#N	13.6	10.7
Cn1c(SCC(=O)N2CCN(Cc3ccccc3)CC2)nnc1-c1ccncc1	9.0	-4.2
CCCCNC(=O)c1nnn(-c2ccccc2)c1N	11.0	43.2*
CCCCN(CC)c1nc(-c2ccncc2)nc2ccccc12	12.3	1.7
Nc1n[nH]c(S(=O)(=O)CCCc2ccccc2)n1	-3.2	6.9
Cc1sc2nc(CN3CCOCC3)nc(NCCc3ccccc3)c2c1C	14.2	1.1
Cc1nn(-c2ccc(C(=O)Nc3nnc(C4CC4)s3)cc2)c(C)c1Cl	-1.7	-5.9
CCCn1c(SCC(=O)NC23CC4CC(CC(C4)C2)C3)n[nH]c1=O	-0.3	-0.5
